Compound activity from PubChem.
aSyn yeast inh = qHTS of alpha-syn Inhibitors; 370,000 compounds, 0.14% hits; Yeast expressing alpha-synuclein, growth rescue, BacTiter-Glo, 24 h; Potency, µM (doses to about 46.1 µM), for inactives: at the highest dose growth rescue (activation), usual class: activators; further: potency means the concentration at half of the fitted maximal effect; % of control where 0% means no effect; nearly all actives have a fitted effect of over 65% in size
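Screening used galactose-induced yeast with toxic alpha-synuclein levels, exposed to compound for 24 hr at 30 deg C. Cell growth, read with BacTiter-Glo luminescence, gave the measured signal.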
EPAC2 ag = qHTS for Agonist of cAMP-regulated guanine nucleotide exchange factor 4 (EPAC2): primary screen | Rap guanine nucleotide exchange factor 4 (Homo sapiens), Q8WZA2 | EPAC2 activation, biochemical qHTS; response scale: 100% = 6.5 mM cAMP response | Potency, µM (titrated, usually from 154 µM), inactives show top-dose activation, most hits filed as activators | 360,000 compounds, 0.079% hits; further: potency means the concentration at half of the fitted maximal effect; nearly all actives have a fitted effect of over 50% in size
Target sequence (Q8WZA2 whole entry, looked up): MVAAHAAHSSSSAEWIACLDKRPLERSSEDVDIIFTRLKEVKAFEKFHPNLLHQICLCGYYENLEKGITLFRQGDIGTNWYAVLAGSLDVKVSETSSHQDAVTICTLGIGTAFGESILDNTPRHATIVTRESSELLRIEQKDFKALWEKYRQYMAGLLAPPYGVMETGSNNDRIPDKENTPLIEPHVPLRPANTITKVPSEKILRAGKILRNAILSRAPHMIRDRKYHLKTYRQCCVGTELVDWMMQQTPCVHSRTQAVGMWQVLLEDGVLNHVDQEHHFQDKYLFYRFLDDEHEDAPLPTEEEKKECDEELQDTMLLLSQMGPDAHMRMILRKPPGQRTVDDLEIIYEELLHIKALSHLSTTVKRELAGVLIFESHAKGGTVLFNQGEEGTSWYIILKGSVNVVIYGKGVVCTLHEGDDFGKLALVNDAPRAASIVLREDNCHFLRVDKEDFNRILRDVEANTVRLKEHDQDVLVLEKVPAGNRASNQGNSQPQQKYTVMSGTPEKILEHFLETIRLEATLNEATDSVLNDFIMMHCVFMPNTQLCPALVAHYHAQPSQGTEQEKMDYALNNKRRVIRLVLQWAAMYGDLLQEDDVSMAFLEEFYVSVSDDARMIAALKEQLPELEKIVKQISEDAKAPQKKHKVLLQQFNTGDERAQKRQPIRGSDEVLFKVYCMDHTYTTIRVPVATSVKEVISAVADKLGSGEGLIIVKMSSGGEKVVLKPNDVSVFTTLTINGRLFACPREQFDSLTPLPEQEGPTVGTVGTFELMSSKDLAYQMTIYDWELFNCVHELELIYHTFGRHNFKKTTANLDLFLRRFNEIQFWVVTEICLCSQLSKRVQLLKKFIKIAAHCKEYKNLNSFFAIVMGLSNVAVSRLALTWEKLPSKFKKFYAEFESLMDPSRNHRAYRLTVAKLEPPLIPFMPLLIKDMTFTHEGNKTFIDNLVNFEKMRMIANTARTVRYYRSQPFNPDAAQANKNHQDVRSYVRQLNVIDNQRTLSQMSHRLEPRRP
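Each well held 100 nM EPAC2, 250 nM RAP1B-BODIPY-GDP and 50 uM GDP. Fluorescence, read at 5-min intervals to 30 min, was referenced to a 6.5 mM cAMP positive control.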
TDP-43 yeast inh = qHTS of TDP-43 Inhibitors | TDP-43 expressing yeast growth rescue, BacTiter-Glo, 24 h | Potency, µM (highest dose often 46.1 µM), inactives show at the highest dose growth rescue (activation), most hits filed as activators | AID 652104, 2013 | 410,000 compounds, 1.8% hits; further: potency means the concentration at half of the fitted maximal effect; % of control where 0% means no effect; nearly all actives have a fitted effect of over 50% in size
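Cell-based yeast growth screen: TDP-43 expression induced in galactose, inoculum OD600=0.02 after raffinose pregrowth to mid-log. Read-out BacTiter-Glo luminescence at 24 hr, 30 deg C; inhibition of toxicity seen as signal increase.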
DRD3 antagonist = qHTS of D3 Dopamine Receptor Antagonist: qHTS; AID 652054, 2013; 360,000 compounds, 2.5% hits; max response, negative = inhibition, %; D(3) dopamine receptor (Homo sapiens), P35462; D3R cells, DiscoveRx beta-arrestin luminescence, antagonist mode; stronger effect = lower value; in the data active means max response below about -50%; inconclusive means no clear call, values can overlap the other calls; further: on the % scale 0 is the no-effect control and ±100 the full control effect; mostly tested at two doses, the higher about 12 µM
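Cells expressing the human receptor were seeded at 1500 cells/well, incubated overnight at 37 degrees C in 5% CO2, then exposed to library compounds with dopamine controls for 90 minutes at 37 degrees C before luminescent detection.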
EPAC2 antag = qHTS for Antagonist of cAMP-regulated guanine nucleotide exchange factor 2 (EPAC2): primary screen; Rap guanine nucleotide exchange factor 4 (Homo sapiens), Q8WZA2; EPAC2 GEF exchange of Rap1B-BODIPY-GDP, fluorescence; Potency, µM (highest dose often 114 µM), for the others: at the highest dose activity, negative = inhibition, hits mostly inhibitors; 360,000 compounds, 0.18% hits; AID 720708, 2013; further: potency means the concentration at half of the fitted maximal effect; on the % scale 0 is the no-effect control and ±100 the full control effect; nearly all actives have a fitted effect of over 45% in size; many of its hits are not listed in these tables
Abeta yeast res = qHTS for compounds that reverse cellular toxicity of Amyloid beta (A-beta) peptide in yeast: Primary Screen | yeast expressing A-beta42, growth rescue, OD600, 48 h; response scale: 0% DMSO, 100% iron-clioquinol control | Potency, µM (highest dose often 46.1 µM), for the others: top-dose growth rescue, hits mostly activators | 410,000 compounds, 0.063% hits; further: potency means the concentration at half of the fitted maximal effect; nearly all actives have a fitted effect of over 55% in size
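Growth rescue measured by 600 nm absorbance after 48 h yeast culture at 30 C with compound. Values normalized between DMSO and an equimolar ferric chloride plus clioquinol control.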
FUS yeast rescue = qHTS for Suppressors of FUS Proteinopathy: Primary screen using FUS-linked yeast assay; S. cerevisiae FUS-expressing, growth rescue, OD600, 24 h; Potency, µM (doses to about 76.6 µM), inactives show top-dose growth rescue (activation), most hits filed as activators; 390,000 compounds, 0.24% hits;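 further: potency means the concentration at half of the fitted maximal effect; plate controls were DMSO vehicle for no effect and reference control for full effect; nearly all actives have a fitted effect of over 55% in size; some results filed as inactive show a strong effect at the top dose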
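Compound concentration series was pinned onto galactose-induced FUS-expressing yeast seeded at OD 0.005. Plates sat 24hr at 30C; absorbance at 600 nm gave growth. DMSO served as background control.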
D3 ag = qHTS of D3 Dopamine Receptor Agonist: qHTS | 410,000 compounds, 0.58% hits | AID 652048, 2013 | max activation, % | D(3) dopamine receptor (Homo sapiens), P35462 | D3R DiscoveRx beta-arrestin cells, luminescence, 90 min; in the data active means max activation above about 30%; further: 0% is about no effect; mostly tested at two doses, the higher about 12 µM
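Cells at 1500/well, incubated overnight, then treated with pinned compounds (dopamine as control) for 90 min at 37 degrees C. DiscoveRx reagent added for 30 - 60 minutes at room temperature; luminescence read.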
* hit, by the source's call; ? = inconclusive; nt = no result given; [ ] = dose if it differs, or a comment. Unless noted, the call rests on the fitted dose curve; in most records, active means well fitted curve in the direction sought with a large enough effect; inconclusive means small, poorly fitted or top-dose-only effect, or another doubt; inactive means no such curve, though single readings can be large; an effect the other way counts as inactive or inconclusive.

SMILES	aSyn yeast inh	EPAC2 ag	TDP-43 yeast inh	DRD3 antagonist	EPAC2 antag	Abeta yeast res	FUS yeast rescue	D3 ag
Cc1ccc(NC(=S)NCC(O)c2ccccc2)c(C)c1 (stereo not given)	11%	5%	-27%	10	7%	2%	13%	4
COc1ccc(CCNC(=O)CCCn2c(=O)c3ccccc3n(Cc3ccc(C)cc3)c2=O)cc1OC	nt	nt	?	nt	nt	-3%	1%	-1
O=C(NCCC1=CCCCC1)C(=O)NCC1OCCCN1S(=O)(=O)c1ccccc1 (stereo not given)	1%	-5%	12%	14	6%	11%	nt	-3
Cc1ccc(Cl)cc1NS(=O)(=O)c1c(C)[nH]c(=O)[nH]c1=O	12%	1%	5%	?	-6%[57.1 µM]	9%	10%	4
c1ccc(C2=Nc3ccccc3NC(c3ccccc3)C2)cc1 (stereo not given)	-9%	6%	-10%	-7	10%	0%	10%	7
O=C1C(=O)N(c2ccccn2)C(c2cccc(F)c2)/C1=C(/O)c1ccccc1 (stereo not given)	7%	2%	0%	-26	7%	-20%	-17%	-12
CCOC(=O)C1=C(CS(=O)(=O)c2ccccc2)NC(=O)NC1c1ccc(O)c(OC)c1 (stereo not given)	-1%	-2%	-7%	1	-7%	1%	1%	5
CN1C(=O)c2ccccc2N(C)C1c1ccccc1Cl (stereo not given)	13%	10%	16µM*	12	?	-26%	-17%	2
O=C(COC(=O)c1ccc([N+](=O)[O-])o1)c1ccccc1	6%	9%	11%	10	9%	-11%	-3%	0
COc1ccc(-c2nc3cc(C)c(Br)c(C)n3c2Cc2cccc(F)c2)cc1OC	13%	8%	?	-3	4%	4%	34%	-6
COc1cc(C(=O)NCCCNC(=O)c2cc(OC)c(OC)c(OC)c2)cc(OC)c1OC	0%	0%	-8%	-1	-2%	-9%	-9%	-10
COC(=O)C(C(=O)OC)c1ccccc1NS(=O)(=O)c1c(C)cc(C)cc1C	-24%	6%	21%	17	-15%	-2%	18%	6
CCOC(=O)N1CCc2c(sc(N)c2C#N)C1	7%	4%	-15%	7	1%	7%	30%	60*
Cn1c(=O)c2[nH]c(NCC3CCCO3)nc2n(-c2ccccc2)c1=O (stereo not given)	-3%	-2%	1%	-5	-7%	-11%	-28%	2
O=C(NCCc1ccccc1)C1CCN(S(=O)(=O)c2cccs2)CC1	12%	-1%	-11%	-14	-2%	-23%	-12%	-8
COc1ccc(OC)c(/C=N/NC(=O)CN2CCSCC2)c1	-8%	-11%	-2%	-7	-2%	-15%	-11%	-5
CCc1ccc(NS(=O)(=O)c2ccc3[nH]cc(C(=O)NCCc4cccc(C)c4)c(=O)c3c2)cc1	nt	nt	-8%	nt	nt	-15%	0%	-14
COc1ccc(COCCN2CCN(S(=O)(=O)c3ccccc3)CCC2=O)cc1	1%	10%	13%	21	3%	10%	2%	-3
NC(=O)c1cc2ccc(O)cc2oc1=NCc1ccccc1	-18%	100µM*	-27%	21	36%[activator]	-4%	12%	5
CC(/C=C1\SC(=S)N(c2ccc(C(=O)O)cc2)C1=O)=C\c1ccccc1	17%	7%	1%	6	46%[activator]	-1%	42%	5
N#Cc1c(SCC(=O)Nc2ccc(C(F)(F)F)cc2)sc2c(O)cc(=O)[nH]c12	-6%	13%	-1%	9	1%	-23%	3%	-2
COc1ccccc1-n1c(N)cc(=O)nc1SCC(=O)Nc1cc(C)on1	4%	-5%	25%	13	3%	-15%	11%	1
O=C(NC1CCCCC1)NC1(C(=O)N2CCN3CCCC3C2)CCCCC1 (stereo not given)	7%	-7%	-4%	?	16%	-10%	14%	1
CCOc1ccc(NC(=O)CSc2nc(N3CCOCC3)nc(N3CCOCC3)n2)cc1	4%	-1%	13%	7	17%	-16%	35%	2
CCCOc1ccc(/C=C2\SC(=S)N(CC3CCCO3)C2=O)cc1 (stereo not given)	-1%	12%	10%	-4	-4%	-3%	-12%	0
O=C1CN(C(=O)COc2ccc(Br)cc2Br)c2ccccc2N1	2%	4%	15%	11	9%	5%	-20%	0
O=C1COc2cc(S(=O)(=O)CCC(=O)NC3CCCCC3)c(Cl)cc2N1	-3%	nt	-4%	nt	nt	-22%	-17%	-9
Cc1cc(NC(=O)COc2ccc(F)c(Cl)c2)no1	-6%	12%	-7%	-24	2%	0%	10%	-1
O=C(NCc1ccccc1F)Nc1nnc([C@H]2C[C@H](O)[C@@H](CO)O2)s1	-11%	0%	-32%[inhibitor]	-23	12%	-17%	4%	-8
COc1cccc(C2CC(=O)Nc3c2c(=O)nc2c(C)cccn32)c1 (stereo not given)	0%	nt	24%	nt	nt	-2%	-25%	7
CC(=O)c1ccc(N2CCN(C(=O)COc3ccccc3F)CC2)c(F)c1	0%	-6%	?	30	-13%	-21%	17%	2
Cc1cc(Cl)ccc1OCCCC(=O)OCC(=O)Nc1cccc(S(N)(=O)=O)c1	13%	4%	4%	?	-10%	6%	nt	0
N#Cc1c(NC(=O)CSc2nc(-c3ccccc3)cc(C(F)(F)F)n2)sc2c1CCC2	-1%	3%	-17%	23	16%	10%	nt	-3
COc1ccc(Cl)cc1NC(=O)CSc1nc(N2CCCCC2)nc(N2CCCCC2)n1	-10%	6%	-8%	13	9%	-5%[9.22 µM]	-33%	3
Cc1ccc2oc(C(=O)Nc3ccc(S(=O)(=O)Nc4ncccn4)cc3)c(C)c2c1	-3%	4%	-19%	0	21%	1%	0%	-4
CCn1c(CNC(=O)C(C)(C)C)nc2ccccc21	9%	11%	-23%	-5	11%	4%	-10%	-5
O=C1CCCC[C@@H](O)[C@H](O)C[C@H](c2ccccc2)O1	-6%	12%	5%	0	1%	-7%	-18%	-7
O=C(O)c1cccc2c1-c1c(cccc1[N+](=O)[O-])C2	13%	6%	-23%	-22	5%	-6%	4%	-12
N=c1c(S(=O)(=O)c2ccccc2)cc2c(=O)n3ccccc3nc2n1CCCN1CCOCC1	2%	12%	-5%	10	-10%	-1%	-2%	3
C#CCN(C[C@@H]1[C@@H](OC(=O)NC2CC2)[C@@H](OC(=O)NC2CC2)CN(C(=O)OC(C)C)N1C(=O)OC(C)C)S(=O)(=O)c1ccc(C)cc1	0%	13%	27%	-8	-9%	-5%	?	-12
CCCCc1nnc(NC(=O)c2ccc(-n3cncn3)c([N+](=O)[O-])c2)s1	1%	-3%	10%	7	3%	0%	-8%	0
CCOc1ccc(NC(=O)CS(=O)CC(=O)N(CC(=O)NC(C)(C)C)C2CCCC2)cc1 (stereo not given)	-10%	6%	5%	4	-2%	11%	?	4
CC1=NN(C(=O)CSCc2ccccc2)C(O)(c2ccc(Cl)cc2)C1 (stereo not given)	1%	4%	9%	14	?	-24%	39%	0
CCN(Cc1ccccc1)S(=O)(=O)c1ccc(S(=O)(=O)N(Cc2ccccn2)Cc2ccco2)cc1	2%	2%	-13%	5	0%	8%	-6%	11
COC(=O)C1=C(C)NC2=C(C(=O)C(C(=O)OC)C(c3ccc(OC)cc3)C2)C1c1ccccn1 (stereo not given)	-4%	-5%	-21%	-21	-6%	-5%	22%	-11
CCNc1nc(N)c(C(=O)C23CC4CC(CC(C4)C2)C3)s1	16%	-4%	?	-6	-2%	22%	22%	-8
Cc1cccc(N2CCN(C(=O)c3cccc(N4CCCC4=O)c3)C(C)C2)c1 (stereo not given)	0%	3%	17%	26	-16%	-5%	-23%	6
CCN(CC)S(=O)(=O)c1ccc(=O)[nH]c1	-9%	4%	6%	-14	9%	3%	-33%	4
Cc1ccc2c(n1)sc1c(-c3ccccc3)c(C#N)c(N)nc12	-6%	0%	-3%	9	-1%	9%	17%	2
NC(CCc1ccccc1)c1csc(Nc2ccc(C(=O)c3ccccc3)cc2)n1 (stereo not given)	-48%[inhibitor]	9%	-1%	7	9%	-39%[inhibitor]	38%	6
O=C(/C=C/[C@H]1O[C@@H](n2ccc(=O)[nH]c2=O)[C@H](O)[C@@H]1O)N1CCN(Cc2ccc(F)cc2)CC1	3%	-13%	18%	13	?	-5%	12%	-3

Only part of the results is shown. The share of hits here may be higher or lower than overall.
